Screening data (PubChem BioAssay)
SUMO Mot1 rescue = inhibitors of SUMOylation pathway: yeast Mot1-301 growth rescue. S. cerevisiae Mot1-301 growth rescue, ATP luminescence, 38.5C; percent above DMSO median, 100 means doubled. growth rescue, % at 18.8 µM. 320,000 compounds, 1% hits;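 active = every valid replicate shows activation above 250% relative to neutral control wells; inactive = the rest, any valid replicate at or below 250%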;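 also: OY570 slx delta 5 strain wells were the positive control but not used for scaling; some compounds called inactive have numbers as strong as hits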
Arr AP2 block = human beta-arrestin and AP2 interaction inhibition | FITC-arrestin peptide / GST-AP2 beads, flow cytometry; AP2 beta2 appendage carries R879A mutation | inhibition, % at 10 µM | 340,000 compounds, 0.31% hits;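 active = inhibition above a set limit, near 3 SD of compounds lacking own fluorescence, cut at about 54% in these data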;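 also: plate controls were DMSO wells for no effect and 5 µM unlabelled arrestin peptide for full effect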
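Material – AP2 appendage R879A on GSH beads · Buffer or medium – PBS with 0.05% Tween 20 and 0.1% BSA · Probe or stimulus – fluorescein-tagged arrestin peptide at 50 nM final · Incubation – compound with beads 12 min RT, then probe 1 h RT · Detection – high-throughput flow cytometry of beads, ex 488, em 535 nm · Evaluation – percent response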
SR-BI HDL uptake = mouse SR-BI HDL lipid transfer inhibition; ldlA[mSR-BI] CHO cells, DiI-HDL uptake fluorescence, 3 h; AID 488896; 320,000 compounds, 0.96% hits; inhibition, % at 12.5 µM;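 active = mean replicate inhibition of at least 70% and a set share of replicates each scoring 70 or more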;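 also: 0% = median of neutral control wells and 100% = median of positive control wells; values of inactives mirror those of a sister screen read the other way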
MITF TRPM1 HTS = activators of MITF-driven TRPM1 promoter activity in SK-MEL-5 cells | AID 588334 | 300,000 compounds, 0.75% hits | activation, % at 12.5 µM | SK-MEL-5 TRPM1-promoter luciferase, 24 h; % of positive control, neutral wells = 0;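 active = mean activation of at least 80% with every replicate also reaching 80%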;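 also: 0% = neutral control wells and 100% = parthenolide positive control wells; values of inactives mirror those of a sister screen read the other way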
PKA-R1A activ = PKA-R1A complex activation; P00514+P68181; PKA-R1A dissociation, Cy5-IP20 fluorescence polarization; scaled: DMSO 0%, 113 µM cGMP 100%; activation, % at 11.4 µM; 340,000 compounds, 0.083% hits;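 active = percent activation above the mean of all tested compounds plus 3 SD, cut at about 19% in these data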;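 also: higher means more PKAc released from R1A so a rise in polarization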
NSD2 inh = NSD2 (human) methyltransferase inhibition; O96028; AID 743445; 310,000 compounds, 0.54% hits; NSD2 peptide methylation, AlphaScreen, 120 min; inhibition, % at 12.5 µM; in the data active = inhibition above about 50%
CDK5 p35 inh = CDK5/p35 (human) kinase inhibition | Q00535+Q15078 | Recombinant CDK5/p35, ADP-Glo luminescence, 60 min | inhibition, % at 10 µM | 330,000 compounds, 0.01% hits | AID 488839;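 active = highest replicate inhibition of at least 50% and at least 75% of replicates reaching 50%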;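 also: plate controls were DMSO neutral control for no effect and GW8510 at 10 µM for full effect; many of its hits are not listed in these tables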
Pemphigus Ab inh = human desmoglein-3 autoantibody binding inhibition | P32926 | DSG3-coupled beads, scFv-anti-DSG3-GFP binding, flow cytometry; stronger effect = lower value | binding (percent of control), % at 10 µM | 310,000 compounds, 0.48% hits | AID 588358;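 active = binding more than 3 SD below its plate's average and above zero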;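 also: hits lower antibody fragment binding to DSG3; some compounds called inactive have numbers as strong as hits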
Target sequence (P32926 whole entry, looked up, the tested form may be a part): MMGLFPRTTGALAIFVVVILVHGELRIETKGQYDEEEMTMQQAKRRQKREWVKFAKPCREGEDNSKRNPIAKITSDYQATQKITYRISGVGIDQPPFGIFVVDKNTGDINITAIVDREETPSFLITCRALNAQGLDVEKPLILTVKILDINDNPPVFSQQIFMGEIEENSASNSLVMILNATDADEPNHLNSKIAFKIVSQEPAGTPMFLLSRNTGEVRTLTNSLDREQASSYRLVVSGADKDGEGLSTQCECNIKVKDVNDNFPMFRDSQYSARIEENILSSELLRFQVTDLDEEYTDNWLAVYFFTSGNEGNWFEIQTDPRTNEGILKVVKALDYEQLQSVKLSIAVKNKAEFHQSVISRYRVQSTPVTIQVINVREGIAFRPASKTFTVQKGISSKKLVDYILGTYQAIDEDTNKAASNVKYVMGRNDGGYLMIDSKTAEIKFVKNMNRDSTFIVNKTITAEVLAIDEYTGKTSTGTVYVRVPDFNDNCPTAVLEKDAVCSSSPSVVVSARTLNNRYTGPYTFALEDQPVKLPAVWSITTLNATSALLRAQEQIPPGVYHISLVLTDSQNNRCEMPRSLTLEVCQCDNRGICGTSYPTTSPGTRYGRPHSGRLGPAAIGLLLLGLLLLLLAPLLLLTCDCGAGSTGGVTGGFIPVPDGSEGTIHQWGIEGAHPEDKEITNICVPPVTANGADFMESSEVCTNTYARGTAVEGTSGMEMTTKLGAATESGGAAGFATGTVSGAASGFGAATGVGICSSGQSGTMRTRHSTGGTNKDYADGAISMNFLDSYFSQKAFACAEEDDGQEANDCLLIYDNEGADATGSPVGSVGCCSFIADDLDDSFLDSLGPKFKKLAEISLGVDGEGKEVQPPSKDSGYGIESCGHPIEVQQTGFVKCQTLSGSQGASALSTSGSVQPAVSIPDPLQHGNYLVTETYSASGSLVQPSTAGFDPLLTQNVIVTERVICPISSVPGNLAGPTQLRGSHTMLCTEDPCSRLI
dFosB act = mouse delta FosB homodimer activation; P13346; purified delta FosB, TAMRA-CDK5 oligo fluorescence polarization; percent of positive-control signal above neutral wells; activation, % at 25 µM; 340,000 compounds, 0.99% hits;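 active = mean activation above about 17%, with every replicate also reaching it, limit read from the data, passing the limit was not always enough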;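 also: fluorescence polarization rise as delta FosB binds a TAMRA Cdk5 AP-1 oligo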
PKA-R2B activ = activates the human PKA-R2B holoenzyme complex. P22694+P31323. PKA-R2B holoenzyme dissociation, Cy5-IP20 fluorescence polarization; R2B truncated from residue 108, S112A mutant; 0% DMSO only, 100% 113 µM cGMP. activation, % at 11.4 µM. 340,000 compounds, 0.079% hits. AID 504700;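 active = activation above a cutoff set at the mean over all compounds plus 3 SD, cut at about 18% in these data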;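 also: higher means more holoenzyme dissociation and a rise in polarization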
SR-BI DiI-HDL act = SR-BI HDL lipid transfer activation; activation, % at 12.5 µM; 320,000 compounds, 0.096% hits; CHO ldlA[mSR-BI] cells, DiI-HDL uptake fluorescence, 3 h; 100 = double the neutral-control signal;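 active = mean replicate activation of at least 60% and every replicate at or above 60%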;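 also: 0% = median plate neutral-control signal and 100% = twice that signal; values of inactives mirror those of a sister screen read the other way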
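Test system: SR-BI-overexpressing, LDLR-lacking CHO cells. Measured by: DiI fluorescence, bottom read. Medium: Ham's F12 with 0.5% BSA, HEPES 25 mM, pH 7.4. Timing: 3 h uptake period with compound, 37 °C.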
* marks the source's active call; other numbers are inactive results.

For CCN(CC)C1CC(=O)N(c2cccc(Cl)c2)C1=O (stereo not drawn) the results were SUMO Mot1 rescue 38, Arr AP2 block 15, SR-BI HDL uptake -17, MITF TRPM1 HTS 2, PKA-R1A activ -2, NSD2 inh 6, CDK5 p35 inh 1.9, Pemphigus Ab inh 112, dFosB act -2, PKA-R2B activ -9 and SR-BI DiI-HDL act 17.
For CC1CCCN(S(=O)(=O)c2ccc3oc(=O)ccc3c2)C1 (stereo not drawn) the results were SUMO Mot1 rescue -26, Arr AP2 block -15, SR-BI HDL uptake -16, MITF TRPM1 HTS 3, PKA-R1A activ 10, NSD2 inh -2, CDK5 p35 inh 0.2, Pemphigus Ab inh 106, dFosB act -3, PKA-R2B activ 1 and SR-BI DiI-HDL act 16.
CCOc1ccc(NC(=O)C2CCN(S(C)(=O)=O)CC2)cc1 was read as SUMO Mot1 rescue -5, Arr AP2 block -4, SR-BI HDL uptake 2, PKA-R1A activ 4, NSD2 inh -4, CDK5 p35 inh -0.1, Pemphigus Ab inh 91, dFosB act -3, PKA-R2B activ 0 and SR-BI DiI-HDL act -2.
O=C1C(Cl)=C(N2CCOCC2)C(=O)N1c1cccc(Cl)c1 was read as SUMO Mot1 rescue -2, Arr AP2 block 16, SR-BI HDL uptake -4, MITF TRPM1 HTS 4, PKA-R1A activ -5, NSD2 inh 0, CDK5 p35 inh -0.4, Pemphigus Ab inh 97, dFosB act -8, PKA-R2B activ -1 and SR-BI DiI-HDL act 4.
`CCC(C)n1[nH]c(=O)c2c(C)cc(C)nc21` (stereo not drawn) gave SUMO Mot1 rescue -19, Arr AP2 block -4, SR-BI HDL uptake -4, MITF TRPM1 HTS 19, PKA-R1A activ -2, NSD2 inh -5, CDK5 p35 inh -1.7, Pemphigus Ab inh 111, dFosB act -2, PKA-R2B activ 9 and SR-BI DiI-HDL act 4.
CSc1nc2ccccc2c(=O)n1C1CCOC(C)(C)C1 (stereo not drawn) was read as SUMO Mot1 rescue 1, Arr AP2 block -12, SR-BI HDL uptake 13, MITF TRPM1 HTS -1, PKA-R1A activ 1, NSD2 inh -1, CDK5 p35 inh -0.5, Pemphigus Ab inh 105, dFosB act -2, PKA-R2B activ 4 and SR-BI DiI-HDL act -13.
For Cc1c(-n2cc(C(=O)c3cc(Br)ccc3O)cc(C#N)c2=O)c(=O)n(-c2ccccc2)n1C the results were SUMO Mot1 rescue -15, Arr AP2 block 21, SR-BI HDL uptake -20, PKA-R1A activ -1, NSD2 inh -3, CDK5 p35 inh 0.6, Pemphigus Ab inh 97, dFosB act -6, PKA-R2B activ -8 and SR-BI DiI-HDL act 20.
For Nc1nc(-c2ccco2)nn1C(=O)CCc1ccccc1 the results were SUMO Mot1 rescue -9, Arr AP2 block 3, SR-BI HDL uptake -16, PKA-R1A activ -9, CDK5 p35 inh 0.2, dFosB act -8, PKA-R2B activ 2 and SR-BI DiI-HDL act 16.
For CCOC(=O)c1[nH]c(C)c(/C(O)=C2\C(=O)C(=O)N(CCCN3CCOCC3)C2c2cccnc2)c1C (stereo not drawn) the results were Arr AP2 block -13, SR-BI HDL uptake -16, MITF TRPM1 HTS -6, PKA-R1A activ 1, NSD2 inh 10, CDK5 p35 inh -1.1, Pemphigus Ab inh 99, dFosB act -8, PKA-R2B activ -6 and SR-BI DiI-HDL act 16.
For O=C(NCCSCc1ccco1)Nc1ccc(Cl)cc1 the results were SUMO Mot1 rescue -4, Arr AP2 block 13, SR-BI HDL uptake 4, PKA-R1A activ -7, NSD2 inh 0, CDK5 p35 inh 0.4, dFosB act 4, PKA-R2B activ 10 and SR-BI DiI-HDL act -4.
Screening O=C(COC(=O)CSCc1ccccc1)NCc1ccccc1 returned SUMO Mot1 rescue 0, Arr AP2 block 12, SR-BI HDL uptake -3, MITF TRPM1 HTS 8, PKA-R1A activ -3, NSD2 inh -3, CDK5 p35 inh 1.5, Pemphigus Ab inh 97, dFosB act 9, PKA-R2B activ -6 and SR-BI DiI-HDL act 3.
COC(=O)C1C2CCCCC1C(=O)O2 (stereo not drawn) was read as Arr AP2 block -1, SR-BI HDL uptake -1, MITF TRPM1 HTS 6, PKA-R1A activ 0, NSD2 inh 0, CDK5 p35 inh -1.7, Pemphigus Ab inh 87, dFosB act 0, PKA-R2B activ 0 and SR-BI DiI-HDL act 1.
Cc1cc(C(=O)CN2C(=O)NC3(CCCc4ccccc43)C2=O)c(C)n1Cc1ccccc1 (stereo not drawn) was read as SUMO Mot1 rescue 5, Arr AP2 block -20, MITF TRPM1 HTS -9, PKA-R1A activ -18, NSD2 inh 0, CDK5 p35 inh 0.2, Pemphigus Ab inh 99, dFosB act -8 and PKA-R2B activ 0.
`COc1ccc(C(=O)C2CCCN(C(=O)c3c4c(nn3C)CCCC4)C2)cc1F` (stereo not drawn) gave SUMO Mot1 rescue -16, Arr AP2 block 10, SR-BI HDL uptake 8, MITF TRPM1 HTS 13, PKA-R1A activ -5, NSD2 inh -2, CDK5 p35 inh 0.8, Pemphigus Ab inh 125, dFosB act 1, PKA-R2B activ 1 and SR-BI DiI-HDL act -8.
For O=C(CSc1nnnn1-c1ccc2c(c1)OCCO2)Nc1nc2c(s1)CCCC2 the results were SUMO Mot1 rescue 50, Arr AP2 block 18, SR-BI HDL uptake -3, MITF TRPM1 HTS -5, PKA-R1A activ -5, NSD2 inh 1, CDK5 p35 inh 1.6, Pemphigus Ab inh 99, dFosB act -1, PKA-R2B activ -5 and SR-BI DiI-HDL act 3.
For CN1C(=O)C2(N=c3ccccc3=N2)c2ccccc21 the results were SUMO Mot1 rescue 4, Arr AP2 block -35, SR-BI HDL uptake -15, MITF TRPM1 HTS -29, PKA-R1A activ -7, NSD2 inh 1, CDK5 p35 inh -1.2, Pemphigus Ab inh 97, dFosB act -22, PKA-R2B activ 0 and SR-BI DiI-HDL act 15.
`Cc1cc(C)c(CN2CCC(n3nccc3NC(=O)c3ccccc3Cl)CC2)cc1C` gave SUMO Mot1 rescue 11, Arr AP2 block 2, SR-BI HDL uptake 44, MITF TRPM1 HTS 10, PKA-R1A activ 2, NSD2 inh 0, CDK5 p35 inh -6.3, Pemphigus Ab inh 120, dFosB act -7, PKA-R2B activ 3 and SR-BI DiI-HDL act -44.
`N#Cc1ccc(OCC(=O)NN2Cc3ccccc3C2=N)cc1` gave SUMO Mot1 rescue -11, Arr AP2 block -2, SR-BI HDL uptake 10, MITF TRPM1 HTS -5, PKA-R1A activ 6, NSD2 inh -4, CDK5 p35 inh -1.0, Pemphigus Ab inh 95, dFosB act -7, PKA-R2B activ 6 and SR-BI DiI-HDL act -10.
CCCCCCSc1cccc(-c2nc3cc(C)ccn3c2NC2CCCCC2)c1 was read as SUMO Mot1 rescue 0, Arr AP2 block 10, SR-BI HDL uptake 12, MITF TRPM1 HTS -5, PKA-R1A activ -7, CDK5 p35 inh 1.8, Pemphigus Ab inh 110, dFosB act 6, PKA-R2B activ -2 and SR-BI DiI-HDL act -12.
For Cc1ccsc1C(=O)Nc1cccc(-n2cnnn2)c1 the results were SUMO Mot1 rescue -1, Arr AP2 block 23, SR-BI HDL uptake 16, MITF TRPM1 HTS -18, PKA-R1A activ -17, NSD2 inh -2, Pemphigus Ab inh 100, dFosB act -10, PKA-R2B activ -5 and SR-BI DiI-HDL act -16.
NS(=O)(=O)c1ccc(NC(=O)COC(=O)/C(=C/c2cccs2)c2cccs2)cc1 was read as SUMO Mot1 rescue 0, Arr AP2 block 10, MITF TRPM1 HTS 11, PKA-R1A activ 1, CDK5 p35 inh -3.3, Pemphigus Ab inh 94, dFosB act 27* and PKA-R2B activ 11.
For COc1cc2c(cc1OC)CN(CC(=O)Nc1ccc(F)cc1)C(C(=O)O)C2 (stereo not drawn) the results were SUMO Mot1 rescue -23, Arr AP2 block -5, SR-BI HDL uptake -3, MITF TRPM1 HTS -10, PKA-R1A activ 12, NSD2 inh 0, CDK5 p35 inh 0.5, Pemphigus Ab inh 111, dFosB act 0, PKA-R2B activ 0 and SR-BI DiI-HDL act 3.
`CC(C)C(c1nnnn1C(C)(C)C)N1CCN(c2cccc(Cl)c2)CC1` (stereo not drawn) gave SUMO Mot1 rescue 31, Arr AP2 block 6, SR-BI HDL uptake 14, PKA-R1A activ -3, NSD2 inh -2, CDK5 p35 inh -0.2, Pemphigus Ab inh 105, dFosB act -4, PKA-R2B activ 5 and SR-BI DiI-HDL act -14.
Screening CCC(C)NC(=O)c1ccccc1NC(=O)c1ccc(CSc2ccccc2)cc1 (stereo not drawn) returned SUMO Mot1 rescue -1, Arr AP2 block -5, SR-BI HDL uptake 12, MITF TRPM1 HTS 17, PKA-R1A activ -14, NSD2 inh -1, CDK5 p35 inh -2.0, Pemphigus Ab inh 106, dFosB act -10, PKA-R2B activ -4 and SR-BI DiI-HDL act -12.
For COc1cccc(NC2c3ccccc3C(=O)N2Cc2ccco2)c1 (stereo not drawn) the results were SUMO Mot1 rescue 1, Arr AP2 block 1, SR-BI HDL uptake -9, PKA-R1A activ 2, CDK5 p35 inh -0.3, Pemphigus Ab inh 102, dFosB act -15, PKA-R2B activ 6 and SR-BI DiI-HDL act 9.
For c1ccc(Sc2ncnc3ccccc23)cc1 the results were SUMO Mot1 rescue 0, Arr AP2 block -9, SR-BI HDL uptake -16, NSD2 inh -2, CDK5 p35 inh -0.5, Pemphigus Ab inh 96, dFosB act -12 and SR-BI DiI-HDL act 16.
Screening COC(=O)c1ccccc1NC(=O)C1CCCN(S(=O)(=O)c2ccc(F)cc2)C1 (stereo not drawn) returned SUMO Mot1 rescue 3, Arr AP2 block 4, SR-BI HDL uptake 0, MITF TRPM1 HTS -1, PKA-R1A activ -8, NSD2 inh 0, CDK5 p35 inh -0.4, Pemphigus Ab inh 111, dFosB act -12, PKA-R2B activ 11 and SR-BI DiI-HDL act 0.
For CCOC(=O)NC(=S)Nc1ccc(C(C)(C)C)cc1Br the results were SUMO Mot1 rescue -5, Arr AP2 block 30, SR-BI HDL uptake 7, PKA-R1A activ -1, NSD2 inh -4, CDK5 p35 inh -0.7, dFosB act 2, PKA-R2B activ -5 and SR-BI DiI-HDL act -7.

Rows were taken by chance. Share with any hit: about 4.7%.
